From PubChem
zfTRPN1 agonist – activates the zebrafish TRPN1 channel; activation, % at 3 µM; HEK293 zebrafish TRPN1-YFP, Fluo-8 calcium fluorescence; 100% = response to 87 µM carbachol; 220,000 tested, 0.18% active; AID 1424;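 active = activation above its plate's cutoff, the mean activation of test wells on that plate plus 3 SD, cut at about 19% in these data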;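 also: 0% = DMSO alone and 100% = 87 µM carbachol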
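Control set: carbachol 87 µM as high control, DMSO as low control; system: HEK293 stable line with zebrafish TRPN1-YFP; read-out: % activation versus carbachol response; detection: intracellular calcium fluorescence with Fluo-8; doses: single test compound dose, 3 µM nominal, 0.3% DMSO; schedule: dye 1 h 37 °C plus 30 min RT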
Runt-SMMHC FRET – blocks binding of human RUNX1 Runt domain to CBFb-SMMHC; Q01196+Q13951; Cerulean-Runt/Venus-CBFb-SMMHC FRET ratio 530/480, 1 h; inhibition, % at 20 µM; 220,000 tested, 0.74% active; AID 1434;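 active = mean inhibition across duplicate retests at 20 µM reaching about 50%, limit read from the data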;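 also: 0% = DMSO wells and 100% = wells with excess untagged CBFb-SMMHC; inhibitors lower the FRET ratio by blocking Runt binding to CBFb-SMMHC; some results filed as inactive read as strong as hits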
Target sequence (Q01196 whole entry, looked up, the tested form may be a part): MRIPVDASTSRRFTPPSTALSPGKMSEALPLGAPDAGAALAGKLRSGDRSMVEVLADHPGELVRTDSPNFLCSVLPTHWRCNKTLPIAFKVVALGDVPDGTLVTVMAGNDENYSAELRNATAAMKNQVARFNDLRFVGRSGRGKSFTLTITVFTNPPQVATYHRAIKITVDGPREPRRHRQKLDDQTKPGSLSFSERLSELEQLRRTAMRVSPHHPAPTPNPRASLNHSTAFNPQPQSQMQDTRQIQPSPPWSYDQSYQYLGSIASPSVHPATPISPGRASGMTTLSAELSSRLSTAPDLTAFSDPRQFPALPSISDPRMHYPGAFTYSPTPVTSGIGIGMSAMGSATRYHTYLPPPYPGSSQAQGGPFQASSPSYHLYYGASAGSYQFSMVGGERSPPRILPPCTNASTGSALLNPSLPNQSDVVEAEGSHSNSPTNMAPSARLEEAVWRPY
Target sequence (Q13951 whole entry, looked up, the tested form may be a part): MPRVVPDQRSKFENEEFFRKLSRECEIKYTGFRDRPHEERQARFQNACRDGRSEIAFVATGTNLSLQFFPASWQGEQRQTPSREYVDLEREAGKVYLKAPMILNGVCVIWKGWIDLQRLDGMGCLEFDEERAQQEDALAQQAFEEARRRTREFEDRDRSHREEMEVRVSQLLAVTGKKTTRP
p47phox inh – p47phox (human) inhibition; P14598; p47phox/p22phox peptide binding, fluorescence polarization, 2 h; inhibition, % at 24.7 µM; 220,000 tested, 0.53% active; AID 1274;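 active = inhibition above about 30%, limit read from the data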;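 also: 0% = p47phox with labelled peptide and 100% = labelled peptide alone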
Target sequence (P14598 whole entry, looked up): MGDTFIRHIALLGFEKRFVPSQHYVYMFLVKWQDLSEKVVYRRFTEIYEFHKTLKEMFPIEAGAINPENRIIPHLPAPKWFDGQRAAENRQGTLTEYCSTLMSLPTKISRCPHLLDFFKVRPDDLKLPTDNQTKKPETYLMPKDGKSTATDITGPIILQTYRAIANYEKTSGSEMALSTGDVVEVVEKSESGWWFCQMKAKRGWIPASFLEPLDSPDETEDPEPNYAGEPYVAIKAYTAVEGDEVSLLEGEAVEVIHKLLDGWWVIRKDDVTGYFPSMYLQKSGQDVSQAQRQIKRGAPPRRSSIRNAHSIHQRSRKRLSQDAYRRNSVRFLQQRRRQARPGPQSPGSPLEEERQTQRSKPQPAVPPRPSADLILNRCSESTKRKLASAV
TNF death inh – inhibitors of TNF-alpha induced necroptosis in Jurkat FADD-/- cells. Jurkat FADD-/- TNF necroptosis rescue, ATP luminescence, 24 h; 0 = TNF only, 100 = no-TNF cells. activation (protection from cell death), % at 10 µM. 220,000 tested, 0.068% active. AID 463075;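 active = activation, meaning protection from cell death, of at least 50% relative to plate controls; inactive = activation below 50%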;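 also: necroptosis triggered by 40 ng/mL TNF-alpha added together with compound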
TRPML3 ag – agonists of human TRPML3 channel; Q8TDD5; HEK293 TRPML3-YFP, Fluo-8 calcium fluorescence; 100% = the carbachol control signal; activation, % at 3 µM; 220,000 tested, 0.29% active;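 active = activation above its plate's cutoff, the mean activation of the plate's test wells plus 3 SD, cut at about 12% in these data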;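 also: 0% = DMSO only wells and 100% = carbachol wells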
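Test system: TRPML3-YFP stable HEK293 cells. Doses: single point at 3 µM. Incubation: dye loading 1 h 37 °C then 30 min ambient, 125 s read. Signal: Fluo-8 calcium dye fluorescence, ex 470-495, em 515-575 nm. Measure: percent activation from peak-to-basal fluorescence ratio, scaled between DMSO and carbachol.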
PPC-1+TRAIL kill – kills PPC-1 cancer cells in the presence of TRAIL. cell killing (% activity), % at 4 µM. PPC-1 cells + TRAIL, ATPLite viability luminescence. 220,000 tested, 0.41% active;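 active = cell killing above 50% in the first pass at 4 µM, then a duplicate retest at 5 µM averaging 50% or more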;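 also: plate controls were cells with TRAIL plus DMSO for no effect and medium-only wells lacking cells for full effect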
EBV gp42 inh – inhibitors of Epstein-Barr virus glycoprotein 42; Q1HVG2; Fluorescence polarization binding assay, mP read-out; inhibition, % (tested at 21.74 µM); 220,000 tested, 0.42% active; in the data active = inhibition above about 50%
MDM2 E3 inh – blocks human Mdm2 ubiquitin ligase activity; Q00987; cell-based MDM2 ubiquitination luciferase reporter, 2 h; 0 = plate control, 100 = twice control, blank-subtracted; signal enhancement, % at 5 µM; 210,000 tested, 0.11% active;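 active = signal enhancement of 30% or more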;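 also: luminescence tracks abundance of the self-degrading MDM2-luciferase fusion protein; higher signal means inhibition of MDM2 E3 ligase activity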
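Timing – 2 h compound exposure at 37 °C · Assay system – mammalian cells stably expressing self-ubiquitinating, self-degrading MDM2 E3–luciferase fusion · Amount – 2000 cells seeded into each well · Measure – % luminescence enhancement versus blank-corrected plate control mean · Measured by – SteadyLite luminescence, 15 min reagent step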
CHOP inhibitor – inhibitors of CHOP induction in ER stress response; CHO-K1 CHOP-promoter luciferase, tunicamycin-induced, 15-18 h; inhibition, % at 10 µM; 220,000 tested, 3.8% active; AID 2732;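 active = compounds that reduced the stress-induced luciferase reporter signal by more than about 70% of percent inhibition, limit read from the data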;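 also: 0% = tunicamycin plus vehicle and 100% = wells without tunicamycin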
* marks the source's active call; other numbers are inactive results; . = not tested or not shown; [ ] = another dose, or the depositor's remark.

SMILES	zfTRPN1 agonist	Runt-SMMHC FRET	p47phox inh	TNF death inh	TRPML3 ag	PPC-1+TRAIL kill	EBV gp42 inh	MDM2 E3 inh	CHOP inhibitor
COc1ccc(C(=O)NCc2nnc(SCC(=O)N3CCCCC3)o2)cc1	-0.2	-6	-12	0.7	0.4	11	-34	17	-9
CCn1c2ccccc2c2cc(CC(N)=O)ccc21	0.8	1	-7	-1.1	0.4	-6	-15	.	17
CCNC(=O)NC(=O)COC(=O)c1ccccc1SCC(=O)NC(=O)NCC	1.2	18	-22	-3.0	-0.9	24	-20	-25	-4
O=C(CC1NCCNC1=O)Nc1ccc2c(c1)OCCO2 (centres undefined)	1.0	3	3	0.7	1.3	-4	-23	-1	-8
O=C(CN1C(=O)C2(OCCCO2)c2ccccc21)NCc1ccccc1	-0.9	-2	2	1.9	0.3	7[5 µM]	-10	-16	-22
Cc1ccc(OCC(=O)N(Cc2ccccc2)C(C)C)c([N+](=O)[O-])n1	-0.5	9	-7	2.1	0.4	-11	-19	.	-17
COCn1c(-c2ccc(OC)c(OC)c2)nc2ccccc21	0.0	3	.	0.5	-0.2	23	.	-11	.
COc1ccc(-c2c(C)nn(-c3ccccc3)c2N)cc1	-0.4	1	-9	-0.5	0.4	15	-12	-18	-1
O=C1N/C(=C/c2cccs2)C(=O)N1Cc1ccccc1F	2.7	7	-3	2.9	0.3	14	-19	8	24
N#CC1=C(N)S[C@@H](C(=O)c2ccc(F)cc2)[C@@H]1c1cccs1	-1.4	-3	-20	-3.9	0.0	21	-2	-4	10
Fc1ccccc1OCC1CCCN(Cc2nc(CC3CC3)no2)C1 (centres undefined)	-0.4	2	-9	-0.1	0.8	-14	-17	-5	7
CCN(CC)S(=O)(=O)c1ccc(N2CCOCC2)c(NC(=O)c2ccc3ccccc3c2)c1	-0.6	1	-17	1.2	0.7	22	-9	-3	23

Of the compounds above, two contain four or more nitrogen atoms.
SMILES	zfTRPN1 agonist	Runt-SMMHC FRET	p47phox inh	TNF death inh	TRPML3 ag	PPC-1+TRAIL kill	EBV gp42 inh	MDM2 E3 inh	CHOP inhibitor
COc1ccc(C(=O)NCc2nnc(SCC(=O)N3CCCCC3)o2)cc1	-0.2	-6	-12	0.7	0.4	11	-34	17	-9
CCNC(=O)NC(=O)COC(=O)c1ccccc1SCC(=O)NC(=O)NCC	1.2	18	-22	-3.0	-0.9	24	-20	-25	-4

Next part:
SMILES	zfTRPN1 agonist	Runt-SMMHC FRET	p47phox inh	TNF death inh	TRPML3 ag	PPC-1+TRAIL kill	EBV gp42 inh	MDM2 E3 inh	CHOP inhibitor
CC(C)C(c1nnnn1C(C)(C)C)N1CCN(Cc2cccnc2)CC1 (centres undefined)	0.0	-4	1	1.3	1.4	22	-3	3	16
COc1ccc(-c2ncnc(C(F)(F)F)c2-c2csc(C)n2)c(O)c1	-0.5	-2	-11	3.2	-0.4	-16	-15	-11	5
Cc1ccc(/C=C/C(=O)NCc2ccccn2)o1	1.7	-2	0	0.6	1.1	9	28	-87	19
COC(=O)c1cc(OC)c(OC)cc1NC(=O)Cn1nnc(-c2ccccc2Cl)n1	0.5	0	6	0.4	1.1	7	-8	-10	-39
CCn1c(C2CCN(S(=O)(=O)c3ccc(OC)cc3)CC2)n[nH]c1=S	2.1	5	-6	1.3	1.9	10	0	-23	3
COCCCn1c(SCC(=O)Nc2ccc(C)cc2)nc2ccccc2c1=O	-2.8	.	0	0.9	-0.2	.	-11	-1	7
Nc1ccc(Br)c2c1C(=O)c1ccccc1C2=O	12	5	37*	-4.1	8.9	-16	17	-21	44
COc1ccccc1Nc1nc(N)nc(CN2CCN(c3ccccc3F)CC2)n1	-1.4	0	-11	-2.1	-0.4	10	-11	-12	83*
COCCNC(=O)CSc1ccc(C)cc1	1.6	1	-6	0.5	0.7	18	-13	1	22
COc1ccccc1NC(=O)CSc1nc2ccccc2c(=O)n1CCNC(C)=O	0.9	-1	-5	-0.8	-0.8	-6	-5	1	-13
CCCCNC(=O)COC(=O)CCC(=O)c1cccs1	0.1	-4	-13	0.3	0.5	12	-14	-17	-14
CSc1nnc(CNC(=O)c2ccccc2)n1-c1cccc(C)c1	2.1	-2	2	0.3	0.8	6	7	-5	39
N#Cc1cccnc1N1CCN(C(=O)c2ccco2)CC1	0.2	-2	-1	2.8	0.8	13	-6	0	7
Cc1ccc2cccc(OCc3nnc(SCC(=O)O)n3C)c2n1	-0.7	1	7	0.6	1.1	6	2	-11	-18
CCOc1ccc(C(=O)NCCO)cc1	2.2	0	0	-0.2	0.7	10	3	9	12
O=C(O)CCC(NS(=O)(=O)c1ccc(N2CCCC2=O)cc1)C(=O)O (centres undefined)	-0.8	-2	3	2.7	1.3	1	-16	-21	-21
CSc1ccccc1C(=O)C1CCCN(C(=O)CCN2CCCO2)C1 (centres undefined)	-1.7	-2	3	0.7	0.7	9	7	-13	0
CCc1cccc2c(C(=O)COC(=O)c3nn(C)c(=O)c4ccccc34)c[nH]c12	1.4	3	-64	-1.9	1.0	9	-27	-11	53
Cc1cc(C)cc(NS(=O)(=O)c2cnc(Cl)c(Cl)c2)c1	-1.9	-2	-9	0.4	-0.8	8	-19	3	38
CCOC(=O)C(C(=O)Nc1ccccc1)C1CCCCC1 (centres undefined)	-0.2	1	-6	0.8	-0.5	3	-21	-24	-3
Nc1nc(SCC(=O)NCc2ccccc2)[nH]c(=O)c1NC(=O)c1ccccc1F	1.2	2	-39	2.1	1.1	19	-4	3	3
C[C@H](CCC(=O)O)[C@H]1CC[C@H]2[C@@H]3C(=O)C[C@@H]4CC(=O)CC[C@]4(C)[C@H]3CC(=O)[C@]12C	-0.1	-1	5	1.5	0.7	15	-1	.	-1
Cc1ccccc1C(=O)NCCSc1ccccc1	-1.7	0	-1	2.2	0.0	4	-16	-13	-14
Cc1c(Cl)cccc1N(CC(=O)O)S(C)(=O)=O	0.6	-4	-6	-0.6	1.1	12	-12	-10	-11
Cc1ccc(C#CC[N+]2(CC#Cc3ccc(C)cc3)CCCCC2)cc1	0.6	1	-19	-1.6	0.0	15[5 µM]	0	.	36
CC(=O)Nc1c(NCC(C)C)c2ccccc2oc1=O	-0.4	4	-5	-3.9	-0.1	29	-17	-8	23
CCn1nnnc1NC(=O)c1cc(Cl)c(OC)c(Cl)c1	0.0	2	-9	-0.6	0.0	-7	7	-5	9
O=C(COc1ccc(Cl)cc1Br)NNC(=O)C(=O)N1CCCCC1	1.4	0	-7	-2.1	-0.3	22	-9	-5	42
CCCCCn1c(C(Cc2ccccc2)NC(=O)COC)nc2ccccc21 (centres undefined)	-1.0	-2	-5	0.4	-0.4	16	-9	-20	43
CC1=CC(C)(C)n2c(O)c(N=NC(N)=S)c3cccc1c32	0.0	-4	2	1.8	0.2	13	-1	-4	63
CCn1c2ccccc2c2cc(N=C3SC(CC(=O)Nc4ccccc4OC)C(=O)N3CCOC)ccc21 (centres undefined)	-0.5	-5	-56	3.4	0.3	30	-18	13	38
CCC(NC(=O)c1cccc(Cn2nc(C)c([N+](=O)[O-])c2C)c1)c1ccc(C(C)C)cc1 (centres undefined)	-0.2	-4	-10	-0.8	0.9	-11	-7	-11	33
CCCc1[nH]nc2c1C(c1ccccc1OCC)C(C#N)=C(N)O2 (centres undefined)	0.4	2	-11	-7.2	-0.3	-9	5	-7	26
CSc1nn2c(C(F)(F)F)cc(C(F)(F)F)nc2c1C(N)=O	0.0	-1	5	-1.2	-0.1	7	-13	-10	5
CC(Cc1ccccc1)NC(=S)CN1CCCC1=S (centres undefined)	-1.6	-4	-7	1.9	0.1	16	-6	-22	9
Cc1cccc(NC(=O)Nc2cccc(C#N)c2)n1	1.2	-3	-4	8.1	0.0	7	-15	-31	32
CC1CN(C(=O)Cn2c(C(F)(F)F)nc3ccccc32)CC(C)O1 (centres undefined)	-0.1	-1	-1	0.8	0.8	-2	-18	-7	1
Cc1ccc(S(=O)(=O)N2CCN(S(=O)(=O)c3ccccc3)C2c2ccc(N(C)C)cc2)cc1 (centres undefined)	1.0	0	-1	0.2	0.4	24	-7	-14	18
COc1ccc(NC(=O)COC(=O)Cc2c(F)cccc2Cl)cc1OC	5.1	2	1	-0.3	4.4	-4	-4	-7	6
COc1cccc(C(=O)COC(=O)c2n[nH]c(=O)c3ccccc23)c1	-0.5	0	-8	-0.2	2.7	0	-11	-16	7
c1ccc(CCNc2ncnc3sccc23)nc1	7.7	2	-14	-4.9	4.8	16	-10	-7	26
COC(=O)C1NN=C(C(=O)c2ccc(Cl)cc2)C1c1ccc(OC)cc1 (centres undefined)	-2.6	6	-19	-1.0	-0.1	-14	-5	2	15
O=S(=O)(CCSc1ccc(C(F)(F)F)cn1)c1ccc(Cl)cc1	-2.2	-1	-5	-0.3	0.1	-4	-13	-12	12
COc1ccc2nc3ccccc3nc2c1NC(=O)c1ccc(Cl)cc1	-0.7	-46	-6	1.2	0.7	8	46	-13	-8
CCS(=O)(=O)N1Cc2ccccc2CC1C(=O)Nc1nnc(C2CC2)s1 (centres undefined)	0.3	1	0	-1.1	1.3	2	-9	-8	18
O=C(NC1CC1)C1CCCN(C(=O)NC2CCCCC2)C1 (centres undefined)	-0.4	2	-5	-0.5	0.4	17	-1	0	-8
CCN(CC)S(=O)(=O)c1cccc(C(=O)N/N=C/c2ccc([N+](=O)[O-])o2)c1	0.8	-3	-12	-1.7	0.3	6	3	-6	-37
CCOC(=O)N1CCN(C(=O)c2ccc(NC(=O)CC)cc2)CC1	1.9	2	-8	-0.3	0.2	0	-8	-6	-30
Cc1nc2ccccc2cc1C(=O)N/N=C/c1cccc([N+](=O)[O-])c1	0.9	2	-4	-0.1	0.4	20	-11	-4	-4
Cc1ccccc1N1CCN(C(=S)c2ccc(-c3cccc([N+](=O)[O-])c3)o2)CC1	0.2	0	-12	-2.9	0.7	-6	-1	-2	-18
NS(=O)(=O)c1cccc(NC(=O)COC(=O)CCCc2c[nH]c3ccccc23)c1	1.7	0	-3	0.0	-0.4	15	7	2	4
COc1cc(N/N=C(\C)c2ccc(N)cc2)nc(-c2ccccc2)n1	-1.5	-1	-5	-1.4	-0.1	13	4	-17	81*
COc1ccccc1/C=C(/C(=O)OCC(N)=O)c1ccccc1	-0.2	-5	-7	0.1	0.5	26	-16	8	11
COc1ccc(OCCn2c(=O)sc3ccccc32)cc1	-1.6	2	-14	0.8	-0.6	12	1	-12	-40
